Source: PubChem BioAssay (several laboratories)
phage Ecoli inh: growth loss of phage-infected E. coli, primary screen, RecBCD inhibitor project, absorbance, with phage, HTS; actives 0.26% (n = 360,000); inhibition, % at 11.9 µM; AID 651602, 2012; in the data active means inhibition above about 11%
Ecoli viability: E. coli V3065 growth inhibition, primary screen, counter-screen for AddAB inhibitor project, absorbance, OD600. 18 h. inhibition, % at 11.9 µM. actives 0.27% (n = 330,000);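 active means inhibition above the campaign's mean inhibition across all tested compounds plus 3 SD, cut at about 9.9% in these data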;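 further: uninfected addAB+ strain grown without phage in ampicillin broth; 0% = DMSO wells and 100% = ciprofloxacin 0.95 µg/ml wells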
CDK5 p35 inh: inhibitors of human CDK5/p35 kinase, primary screen, biochemical, single concentration; Recombinant CDK5/p35, ADP-Glo luminescence, 60 min; inhibition, % at 10 µM; actives 0.01% (n = 330,000);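 active means highest replicate inhibition of at least 50% and at least 75% of replicates reaching 50%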;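 further: plate controls were DMSO neutral control for no effect and GW8510 at 10 µM for full effect; many of its hits are not listed in these tables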
PKA-R1A act: activators of PKA-R1A holoenzyme, primary screen, biochemical, fluorescence polarization, Cy5-IP20, bovine R1A, mouse PKAc; cAMP-dependent protein kinase type I-alpha regulatory subunit (Bos taurus) + …; PKA-R1A dissociation; scaled: DMSO 0%, 113 µM cGMP 100%; activation, % at 11.4 µM; actives 0.083% (n = 340,000); AID 504707, 2011;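 active means percent activation above the mean of all tested compounds plus 3 SD, cut at about 19% in these data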;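 further: higher means more PKAc released from R1A so a rise in polarization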
HTR5A ag: HTR5A agonists in luminescence cell assay, primary screen, counter-screen for OPRM1-OPRD1 heterodimer agonist project, full-deck HTS. 5-hydroxytryptamine receptor 5A (Homo sapiens), P47898. activation, % at 9.3 µM. actives 0.61% (n = 340,000). cell-based; in the data active means activation mostly above about 9.5%, no sharp cut-off; inactive means mostly below about 7.6%;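 further: 0% = cells with vehicle only and 100% = reference agonist; strong numbers were not always called active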
Target sequence (P47898 whole entry, looked up): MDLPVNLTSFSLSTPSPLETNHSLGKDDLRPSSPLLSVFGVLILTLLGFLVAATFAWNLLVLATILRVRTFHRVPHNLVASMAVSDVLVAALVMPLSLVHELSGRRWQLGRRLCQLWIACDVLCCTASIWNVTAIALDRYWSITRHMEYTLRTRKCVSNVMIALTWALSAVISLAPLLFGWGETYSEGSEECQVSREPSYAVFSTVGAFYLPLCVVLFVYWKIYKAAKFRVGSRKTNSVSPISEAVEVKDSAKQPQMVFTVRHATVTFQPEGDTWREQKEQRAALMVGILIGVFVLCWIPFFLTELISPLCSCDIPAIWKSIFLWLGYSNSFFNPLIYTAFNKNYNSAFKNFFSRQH
PKA-R2B activ: activators of PKA-R2B holoenzyme, primary screen, biochemical, fluorescence polarization, Cy5-IP20, human | PKA-R2B holoenzyme dissociation; R2B truncated from residue 108, S112A mutant; 0% DMSO only, 100% 113 µM cGMP | activation, % at 11.4 µM | actives 0.079% (n = 340,000) | AID 504700, 2011;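 active means activation above a cutoff set at the mean over all compounds plus 3 SD, cut at about 18% in these data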;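 further: higher means more holoenzyme dissociation and a rise in polarization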
Target sequence (P31323 whole entry, looked up, other chains not shown, the tested form may be a part): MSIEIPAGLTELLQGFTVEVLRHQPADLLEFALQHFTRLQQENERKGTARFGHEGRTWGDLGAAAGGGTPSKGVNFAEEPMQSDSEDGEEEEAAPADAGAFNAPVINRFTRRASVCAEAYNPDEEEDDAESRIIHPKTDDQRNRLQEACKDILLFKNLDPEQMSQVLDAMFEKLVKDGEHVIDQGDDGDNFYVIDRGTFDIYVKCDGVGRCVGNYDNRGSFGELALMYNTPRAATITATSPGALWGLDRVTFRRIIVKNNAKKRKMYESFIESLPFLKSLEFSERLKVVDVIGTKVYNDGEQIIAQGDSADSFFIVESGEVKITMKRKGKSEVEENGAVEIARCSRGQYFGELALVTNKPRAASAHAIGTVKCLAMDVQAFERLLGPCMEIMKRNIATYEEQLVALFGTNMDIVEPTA
DAGLB inh: DAGLB lipase inhibitors, primary screen, biochemical, fluorescence, HTS. Diacylglycerol lipase-beta (Homo sapiens), Q8NCG7. inhibition, % at 5.17 µM. HEK293T DAGLB membrane lysate, EnzChek fluorogenic substrate. actives 0.059% (n = 340,000); in the data active means inhibition above about 34%;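 further: 0% = enzyme with vehicle and 100% = wells lacking enzyme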
Tat export inh: E. coli Tat export inhibitors, primary screen, MC4100, TorA-mCherry reporter, fluorescence, single point | actives 0.036% (n = 340,000) | AID 488895, 2010 | inhibition, % at 10 µM;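 active means mean replicate inhibition at least 50% and at least half of replicates individually reaching 50%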;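 further: exported cargo escapes ClpAP degradation while cytoplasmic cargo is degraded and loses fluorescence; 0% = median of neutral control wells and 100% = median of NaSCN control wells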
SUMO Mot1 rescue: yeast Mot1-301 growth rescue at high temperature, primary screen, SUMOylation pathway inhibitor project, S. cerevisiae, ATP luminescence, 38.5C; S. cerevisiae Mot1-301 growth rescue; percent above DMSO median, 100 means doubled; growth rescue, % at 18.8 µM; actives 1% (n = 320,000);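 active means every valid replicate shows activation above 250% relative to neutral control wells; inactive means the rest, any valid replicate at or below 250%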;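 further: OY570 slx delta 5 strain wells were the positive control but not used for scaling; some compounds called inactive have numbers as strong as hits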
HTR5A inv ag: HTR5A inverse agonists in luminescence cell assay, primary screen, counter-screen for OPRM1-OPRD1 heterodimer inverse agonist project, full-deck HTS; HTR5A cell line, inverse agonism; actives 0.083% (n = 340,000); 5-hydroxytryptamine receptor 5A (Homo sapiens), P47898; AID 504634, 2011; inhibition, % at 9.3 µM; in the data active means inhibition mostly above about 23%, no sharp cut-off; inactive means mostly below about 18%;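 further: 0% = cells with DMSO and 100% = no-cell wells with DMSO; some compounds called inactive have numbers as strong as hits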
AddAB inh: growth inhibition of E. coli expressing H. pylori AddAB, primary screen, AddAB inhibitor project, absorbance; inhibition, % at 11.9 µM; actives 0.29% (n = 330,000); in the data active means inhibition above about 12%;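 further: 0% = vehicle wells of infected cells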
Numbers without * were called inactive; x = no result given.

SMILES	phage Ecoli inh	Ecoli viability	CDK5 p35 inh	PKA-R1A act	HTR5A ag	PKA-R2B activ	DAGLB inh	Tat export inh	SUMO Mot1 rescue	HTR5A inv ag	AddAB inh
CC1CCCC(NC(=O)CN2CCN(S(=O)(=O)c3cccs3)CC2)C1C (stereo not given)	1.2	0.3	1.0	-6	-1	-7	-3	-4	4	-7	-1.1
O=C(CSc1nnc(-c2cccs2)o1)NCC1CN(Cc2ccccc2)CCO1 (stereo not given)	1.1	0.9	-0.6	6	3	-6	-1	0	11	-13	2.3
O=C1[C@H](Cc2ccccc2)NCCCC[C@@H](c2ccc(Cl)cc2)N1Cc1ccccc1	4.1	x	1.3	-6	-2	-7	9	1	x	-6	x
COC(=O)c1c(NC(=O)C(C)(C)C)sc2c1C(C(=O)OC)CC2 (stereo not given)	0.3	-3.7	-0.1	-10	-2	5	-4	4	265	-5	-1.6
COc1ccc(NS(=O)(=O)c2cc(NC(=O)/C=C/c3ccccc3OC)ccc2N2CCCCC2)cc1	2.8	0.4	x	-2	0	5	0	-10	13	-41	1.0
CCS(=O)(=O)N1CCN(Cc2ccncc2)CC1	-1.7	0.9	0.8	-8	6	-2	-1	2	-8	-11	2.5
O=C(COC(=O)c1ccc(=O)[nH]c1)Nc1cccc(S(=O)(=O)N2CCOCC2)c1	5.0	-0.1	-5.7	-3	-2	-5	0	6	-13	-1	-1.6
COC(=O)c1cc(NS(=O)(=O)c2ccc(N3CCCCC3)c([N+](=O)[O-])c2)cc(C(=O)OC)c1	1.8	-0.8	-0.8	-5	-8	-10	18	15	9	20	0.8
CCOC(=O)c1c(NC(=O)C2C3CCC(O3)C2C(=O)O)sc2c1CCC(CC)C2 (stereo not given)	4.4	0.7	-2.8	6	3	2	10	2	-1	-8	-1.7
Cc1ccc(C2(C)NC(=O)N(CC(=O)Nc3ccccc3N3CCCC3)C2=O)cc1 (stereo not given)	x	-2.0	1.6	-1	1	1	3	1	3	-3	1.6
COc1ccc(NC(=O)Nc2cccc(Cl)c2Cl)c(OC)n1	2.2	0.7	0.3	2	3	-3	-2	-8	-1	-15	5.7
CCOC(=O)C1CCN(Cc2cc(=O)oc3cc(C)ccc23)CC1	4.0	-0.9	0.5	-13	-2	1	-1	-4	-20	7	-0.7
COc1cc(OC)cc(-c2cc3cc4c(cc3cn2)OCO4)c1	x	0.3	0.2	-2	9	-9	-13	-35	190	-28	2.6
CCN(C(=O)c1cc(S(=O)(=O)N2CCOCC2)cn1C)c1cccc(C)c1	3.9	0.6	0.3	-6	3	2	-1	-4	4	-6	3.9
C=CCn1c(SCC(=O)c2ccc(OC)cc2)nnc1-c1cc2cccc(OC)c2o1	2.3	-0.1	-1.7	-10	15*	1	-7	-1	397	-45	6.3
CCCc1cc(=O)[nH]c(SCC(N)=O)n1	1.8	1.7	-1.8	3	2	4	-3	8	19	-7	2.0
CCc1ccc(NC(=O)C2C3C=CC(C4CC34)C2C(=O)O)cc1 (stereo not given)	2.6	1.4	-2.1	-3	0	4	-2	-2	6	-7	2.4
Cc1c(C(=O)NCCSCc2ccco2)cccc1[N+](=O)[O-]	1.1	-2.9	0.8	1	-2	5	0	-7	-10	5	-0.6
O=C(NCC1COc2ccccc2O1)c1cc(S(=O)(=O)N2CCOCC2)ccc1F (stereo not given)	1.3	x	-2.3	0	-3	-4	1	-4	x	9	x
COc1ccc2c(n1)Sc1nc3ccccc3nc1N2	1.9	0.0	0.1	-5	1	3	-65	-9	-8	-3	1.1
COc1cc(C(=O)NCCN2CCOCC2)cc(OC)c1OC	0.2	1.6	0.7	-15	0	4	-1	-5	1	-3	-0.2
CC(C)Oc1ccc(S(=O)(=O)N2CCCCC2)cc1NC(=O)CN1CCCC1c1cccs1 (stereo not given)	3.3	1.2	0.2	-2	0	4	-6	-9	6	1	1.3
Cc1ccc(S(=O)(=O)N2CCN(C(=O)C3CCCC3)CC2)cc1C	-1.1	-2.2	-0.3	-4	1	-2	-3	-10	9	-4	-1.6
CCN(CC)C(=O)CSc1nc2ccccc2c(=O)n1CCC(=O)N1CCN(c2ccccc2)CC1	1.4	-1.0	0.5	6	-3	3	0	-1	7	7	5.8
COc1ccccc1N(CC(O)CN1C(C)CCCC1C)S(=O)(=O)c1ccccc1 (stereo not given)	1.5	1.4	-1.2	-9	-3	2	0	7	-8	6	3.2
(list continues)
SMILES	phage Ecoli inh	Ecoli viability	CDK5 p35 inh	PKA-R1A act	HTR5A ag	PKA-R2B activ	DAGLB inh	Tat export inh	SUMO Mot1 rescue	HTR5A inv ag	AddAB inh
COc1ccc(-n2nnnc2SCC(=O)Nc2nnc(C)s2)cc1	1.8	-0.6	-1.0	2	-3	-4	3	-4	-13	-18	-1.2
CN(C)S(=O)(=O)N(CC(=O)N1CCOCC1)c1ccccc1	3.7	2.1	-1.4	-2	-9	1	3	-5	14	25	-1.5
Cc1cccc2cc(C#N)c(NCCNC(=O)NC3CCCCC3)nc12	3.4	-1.2	0.1	-7	2	7	-2	11	-6	-14	1.7
CC(=O)N1CCc2cc(S(=O)(=O)NC(CC(C)C)C(=O)N3CCCC3)ccc21 (stereo not given)	1.7	-0.8	-0.1	-4	-2	2	1	-2	18	-3	1.3
CC(=O)Nc1ccc(S(=O)(=O)NCCC(=O)N2CCC(Cc3ccccc3)CC2)cc1	1.4	0.2	1.8	-12	0	5	-6	-3	-9	-11	-1.6
CCN(CC)S(=O)(=O)c1cccc(C(=O)OCC(=O)N2CC(=O)Nc3ccccc32)c1	1.9	-1.0	1.3	-7	9	2	-1	2	8	6	0.8
COc1ccc(NS(=O)(=O)c2cc(NC(=O)c3ccco3)ccc2N2CCCC2)cc1	0.7	-1.2	x	-14	-2	-4	1	13	-7	-9	0.5
O=C(C1=C(O)C(=O)N(Cc2ccco2)C1c1cccc(O)c1)c1ccco1 (stereo not given)	0.6	0.4	1.7	20*	3	2	-1	-9	6	12	4.2
Cc1ccc2nc(Cl)c(C3CC(c4cccs4)=NN3C(=O)CCCC(=O)O)cc2c1 (stereo not given)	2.9	-4.4	1.5	-3	-2	10	0	-2	-6	-10	-2.2
S=c1[nH]nc(COc2ccc(Cl)cc2)n1-c1ccccc1	0.1	0.3	2.5	4	-1	-9	-2	4	12	7	3.8
Cc1cccc(CN2CCC(CNC(=O)CCNC(=O)Cn3ccc4ccccc4c3=O)CC2)c1	3.7	-0.3	-0.3	-2	3	-1	-1	2	2	5	5.5
COc1cccc(C2=CC(c3ccc(OC)c(OC)c3OC)n3nnnc3N2)c1 (stereo not given)	1.0	-1.3	-0.5	-4	-1	0	-2	-1	-4	3	0.1
COc1ccc(C2=Nn3c(nnc3-c3ccccc3Cl)SC2)cc1OC1CCCC1	2.5	-2.5	1.5	-4	4	-5	-7	21	20	-13	2.4
COc1cccc(NC(=O)CSCc2n[nH]c(=O)[nH]2)c1	0.5	1.3	0.7	-4	-6	-7	0	0	-13	15	0.3
O=C(/C=C/c1cc(Br)ccc1O)c1ccco1	0.6	2.7	1.0	-7	-6	-3	4	-12	179	33	7.3
COc1cccc(C(=O)NCCCNC(=O)c2ccccn2)c1	-0.3	0.7	-1.0	-5	-5	1	1	5	7	12	2.5
COC(=O)[C@@H](CC(C)C)N(Cc1ccccc1)S(=O)(=O)N(Cc1ccccc1)[C@@H](CC(C)C)C(=O)OC	3.6	2.0	1.3	-9	6	-4	-3	5	1	-19	2.4
CC(=O)c1ccc(N/N=C(/C(N)=O)C2=NC(C)(C)Cc3ccccc32)cc1	2.4	-0.8	37	-8	-3	-5	10	2	-7	1	1.3
Cc1ccc(C(=O)COC(=O)CNS(=O)(=O)c2ccc(C)cc2)cc1	3.9	0.1	1.4	-10	-1	-3	-2	3	-11	21	3.1
Cc1ccccc1OCc1nnc(SCC(=O)Nc2ccc3nc(SCC(=O)Nc4ccccc4)sc3c2)n1C	0.4	0.0	0.4	0	6	-6	1	3	x	7	1.0
COc1ccc(N2C(=O)C(F)(F)C2c2cccc(F)c2)cc1 (stereo not given)	3.3	2.4	4.0	-16	-5	-16	-3	17	-9	13	-0.2
Cc1cc(C(=O)N/N=C/c2ccc(-c3cccc([N+](=O)[O-])c3)o2)n[nH]1	-2.0	-1.2	0.3	0	4	4	3	-2	54	8	0.7
COc1ccc2oc3cc(C)[n+]([O-])c(-c4ccc(C)cc4)c3c2c1	1.3	0.1	1.2	5	0	-3	-4	-2	8	-2	-1.0
N#CC(C#N)=NNc1ccc([N+](=O)[O-])cc1	5.7	1.0	0.8	0	15*	5	39*	25	11	-15	2.8
CCc1ccc(OCCCCCn2ccnc2)cc1	0.8	x	-0.3	-7	-3	8	-3	4	27	-19	x
The list continues.
SMILES	phage Ecoli inh	Ecoli viability	CDK5 p35 inh	PKA-R1A act	HTR5A ag	PKA-R2B activ	DAGLB inh	Tat export inh	SUMO Mot1 rescue	HTR5A inv ag	AddAB inh
CN(CCC1CCCCO1)C(=O)CCc1nnc(CCc2ccccc2)o1 (stereo not given)	0.8	0.2	-0.2	8	-1	-4	-1	-5	-16	-54	-0.3
O=C(CSC1c2ccccc2C(=O)N1c1ccccc1)N1CCOCC1 (stereo not given)	4.8	0.2	-0.4	2	-1	-2	0	-4	-10	9	2.8
O=C(O)c1ccccc1-c1ccccc1C(=O)Nc1cccc(-c2nc3ccccc3o2)c1	3.3	-1.9	-0.9	0	1	-6	13	-9	1	18	-2.5
COC(=O)CSc1c(-c2ccccc2)c2cc(Cl)ccc2[nH]c1=O	1.9	-1.5	0.3	-14	-1	-2	4	-10	3	-8	3.1
COCCCNc1nc2c(c(=O)[nH]c(=O)n2C)n1CCCc1ccccc1	1.3	0.6	0.9	2	1	-2	-1	9	x	26	0.9
CCC(C)NC(=O)CS(=O)Cc1nc(-c2ccccc2C)oc1C (stereo not given)	4.5	-0.3	-0.8	-1	0	-3	3	0	8	8	-2.3
COc1ccc(CCC(=O)N2CCN(c3ccc(OC)cc3)CC2)cc1	2.8	x	-0.3	-4	5	-3	-1	-7	x	8	x
CCn1cc(C(=O)OCC(=O)Nc2cccc(C)c2)c(=O)c2ccc(C)nc21	1.1	1.1	0.8	10	-5	12	-1	-2	-3	-6	3.4
CCCCN(C)C(=O)CCC(=O)Nc1ccc2nc(N3CCOCC3)cc(C)c2c1	0.6	-2.4	-0.4	-10	-2	-6	-1	4	-2	-7	1.7
CC(C)[C@H](NC(=O)NCc1cccs1)C(=O)O	0.7	-0.3	-0.6	-4	1	-2	-2	-4	3	8	2.2
O=C(COc1ccccc1O)c1cccs1	4.2	2.9	1.2	-5	3	-10	-1	0	-2	-5	4.0
